CRFBP-R2 block – antagonists of CRF-binding protein/CRF-R2 receptor complex; HEK293 CRF-R2/CRF-BP, CRF-induced calcium fluorescence; inhibition, % at 11.8 µM; actives 0.59% (n = 350,000); AID 588475;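 active means inhibition of the ligand-induced calcium signal above about 50% at the single tested concentration, limit read from the data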
CHRM4 antagonist – antagonists of human muscarinic M4 receptor (CHRM4) | P08173 | CHO-hM4 cells, ACh EC80, Fluo-8 calcium fluorescence | inhibition, % at 3 µM | actives 0.73% (n = 360,000) | AID 624125;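 active means inhibition above its plate's cutoff, the mean inhibition of sample wells plus 3 SD, cut at about 27% in these data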;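 further: 0% = acetylcholine EC80 with DMSO and 100% = DMSO without agonist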
Target sequence (P08173 whole entry, looked up): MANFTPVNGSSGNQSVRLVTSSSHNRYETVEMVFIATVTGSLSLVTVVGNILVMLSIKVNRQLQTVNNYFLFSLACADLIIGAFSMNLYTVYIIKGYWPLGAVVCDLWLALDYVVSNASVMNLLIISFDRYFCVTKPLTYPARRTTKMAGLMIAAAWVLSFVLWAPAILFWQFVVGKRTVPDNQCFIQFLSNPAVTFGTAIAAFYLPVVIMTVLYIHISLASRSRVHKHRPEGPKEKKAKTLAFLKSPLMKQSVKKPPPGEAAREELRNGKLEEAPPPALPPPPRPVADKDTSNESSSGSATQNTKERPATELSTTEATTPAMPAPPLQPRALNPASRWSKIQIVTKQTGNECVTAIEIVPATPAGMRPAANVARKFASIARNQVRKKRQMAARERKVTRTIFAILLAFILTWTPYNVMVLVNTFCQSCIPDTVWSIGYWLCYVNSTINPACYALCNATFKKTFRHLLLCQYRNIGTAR
M1 PAM – positive allosteric modulators of human M1 muscarinic receptor; P11229; actives 0.088% (n = 360,000); CHO-K1 hM1, Fluo-8 calcium fluorescence, ACh EC20; 0% = ACh EC20, 100% = maximal ACh; activation, % at 3 µM; AID 588819; in the data active means activation above about 19%, passing the limit was not always enough
CHRM5 agonist – CHRM5 agonism in calcium assay | CHO-K1 hM5 cells, Fluo-8 calcium fluorescence; 0% DMSO wells, 100% maximal acetylcholine response | actives 0.19% (n = 360,000) | AID 624037 | activation, % at 3 µM | P08912;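 active means activation above the run's mean over test compounds plus 3 SD, cut at about 23% in these data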;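 further: signal is peak over basal fluorescence ratio across the kinetic read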
M4 ag – CHRM4 agonism in calcium assay; CHO-K1 hM4/Gqi5, Fluo-8 calcium fluorescence; vehicle 0%, full acetylcholine response 100%; activation, % at 3 µM; actives 0.14% (n = 360,000); P08173; AID 624127;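 active means activation above the run mean over all test wells plus 3 SD, cut at about 32% in these data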;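 further: peak over basal fluorescence ratio per well then scaled between controls; 0% = DMSO wells and 100% = acetylcholine at EC100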
CRFBP-R2 agonist – agonists of human CRF-binding protein/CRF-R2 receptor complex; HEK293 CRF-R2/CRF-BP, calcium dye fluorescence (FLIPR); percent of saturating CRF peptide response; activation, % at 13.2 µM; actives 0.46% (n = 350,000); AID 588473;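 active means activation of at least 50%, plus an integration ratio under a set limit after plate pattern correction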;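 further: plate controls were neutral control wells without compound for no effect and CRF at EC100 for full effect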
CHRM5 PAM – positive allosteric modulators of human muscarinic M5 receptor; actives 0.3% (n = 360,000); CHO-K1 hM5, Fluo-8 calcium, ACh EC20 PAM; 0% = ACh EC20, 100% = ACh EC100; P08912; activation, % at 3 µM;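 active means activation above the run cutoff, the mean activation of all test compounds plus 3 SD, cut at about 18% in these data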
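Measured by: Fluo-8 calcium fluorescence; material: human M5 receptor in CHO-K1 cells; schedule: Post-acetylcholine fluorescence recording 140 s; benchmarks: low control EC20 acetylcholine (0%), high control EC100 acetylcholine (100%); read-out: Max/basal fluorescence ratio as % of EC20–EC100 ACh window; compound: single dose, 3 µM nominal final test concentration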
CHRM5 antagonist – blocks acetylcholine activation of human M5 receptor; P08912; CHO-hM5 cells, Fluo-8 calcium fluorescence, ACh EC80; inhibition, % at 3 µM; actives 0.59% (n = 360,000); AID 624040;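 active means inhibition above a per-plate cutoff, the mean of that plate's test compounds plus 3 SD, cut at about 27% in these data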;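 further: 0% = acetylcholine EC80 with DMSO and 100% = DMSO without agonist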
M4 PAM – potentiates acetylcholine response at human M4 receptor. actives 0.4% (n = 360,000). activation, % at 3 µM. AID 624126. CHO-K1 hM4/Gqi5, Fluo-8 calcium fluorescence, ACh EC20; 0% = ACh EC20, 100% = maximal ACh. P08173;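 active means activation above its plate's cutoff, the mean activation of sample wells plus 3 SD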; further: some results filed as inactive read as strong as hits
* marks the source's active call; other numbers are inactive results.

Sample of the layout, 4 compounds:
SMILES	CRFBP-R2 block	CHRM4 antagonist	M1 PAM	CHRM5 agonist	M4 ag	CRFBP-R2 agonist	CHRM5 PAM	CHRM5 antagonist	M4 PAM
COc1ccc(OC)c(NC(=O)Cn2cc(C(=O)c3ccco3)c3ccccc32)c1	23	10	-6	5	10	1.6	-5	0	-6
CCOC(=O)c1cccc(NC(=O)CSc2nc3ccccc3c(=O)n2CCOC)c1	0	0	4	1	-1	-0.9	-5	11	7
CC1CCC2(CC1)NC(=O)N(CC(=O)Nc1cccc(S(=O)(=O)N(C)c3ccccc3)c1)C2=O (configuration not stated)	-26	-8	7	-1	1	-0.3	-5	9	2
Cc1sc2nc(CSC(C)C(=O)N(C)CC(=O)Nc3ccccc3C(F)(F)F)[nH]c(=O)c2c1C (configuration not stated)	4	-16	0	2	10	2.7	-2	7	-7

The whole of this part, repeating the preview:
SMILES	CRFBP-R2 block	CHRM4 antagonist	M1 PAM	CHRM5 agonist	M4 ag	CRFBP-R2 agonist	CHRM5 PAM	CHRM5 antagonist	M4 PAM
COc1ccc(OC)c(NC(=O)Cn2cc(C(=O)c3ccco3)c3ccccc32)c1	23	10	-6	5	10	1.6	-5	0	-6
CCOC(=O)c1cccc(NC(=O)CSc2nc3ccccc3c(=O)n2CCOC)c1	0	0	4	1	-1	-0.9	-5	11	7
CC1CCC2(CC1)NC(=O)N(CC(=O)Nc1cccc(S(=O)(=O)N(C)c3ccccc3)c1)C2=O (configuration not stated)	-26	-8	7	-1	1	-0.3	-5	9	2
Cc1sc2nc(CSC(C)C(=O)N(C)CC(=O)Nc3ccccc3C(F)(F)F)[nH]c(=O)c2c1C (configuration not stated)	4	-16	0	2	10	2.7	-2	7	-7
Clc1ccc(CN2C3=NCCN3c3ccccc32)cc1Cl	-23	19	-23	-6	9	-0.6	-9	17	-20
Cn1c2ccccc2c(=O)c2c(=O)n(Cc3ccco3)c(COc3ccccc3)nc21	0	-7	7	3	0	-0.2	12	-10	22*
CC(C)(C)NC(=O)CSc1nc(-c2ccccc2)cc(=O)[nH]1	1	-2	3	4	1	-0.1	-2	-7	1
COC(=O)c1ccc(C)c(NC(=O)CCc2cc(OC)c(OC)c(OC)c2)c1	4	-4	4	1	1	-1.5	3	0	-1
CN(C)/C=C(\C=O)c1ncc(C(F)(F)F)cc1Cl	1	-1	3	-4	1	-0.4	-15	2	0
CC(C)CC1=C/C(=C/c2ccc(-c3ccccc3)o2)C(=O)O1	-12	10	5	0	1	9.2	-3	13	-1
CCCCOc1ccccc1-c1ccccc1CN1[C@@H](C(C)C)COCCS1(=O)=O	7	14	-6	0	-1	6.9	-9	9	-12
O=C1CC(N2CCN(c3ccc(S(=O)(=O)N4CCCC4)cc3)CC2)C(=O)N1c1ccc(F)cc1 (configuration not stated)	-5	-2	2	2	2	3.3	-1	-9	0
CCOC(=O)c1cc(-c2ccccc2)n(CC(=O)Nc2ccc(OC)cc2)c1C	-2	1	-1	-3	1	-2.9	1	-2	5
CC(Sc1nc(N)cc(=O)[nH]1)C(=O)NC1CCCCC1 (configuration not stated)	4	-5	4	-2	1	4.7	5	-2	19
Fc1ccc2c(c1)C(c1ccncc1)=NNC(c1ccc(Cl)cc1)=N2	7	-11	5	-5	-1	0.1	-2	0	6
CC(C)C(NS(=O)(=O)c1cccc2nsnc12)C(=O)NCCC1=CCCCC1 (configuration not stated)	-3	-5	1	-1	2	-0.9	-4	0	2
COc1ccc(C2=NOC(C(=O)Nc3cccc(O)c3)C2)cc1 (configuration not stated)	6	-11	21	-1	0	0.0	-4	6	3
Cc1ccccc1NS(=O)(=O)c1ccc(C(=O)N2CCCC(C(F)(F)F)C2)cc1 (configuration not stated)	-11	5	14	9	7	19	-2	11	11
COCCn1c(=S)[nH]c2cc(C(=O)NC3CCCCCC3)ccc2c1=O	7	-12	2	0	1	-1.1	5	-9	3
CCOc1ccc(N(CC(=O)Nc2ccc(C)c(C)c2)S(=O)(=O)c2c(C)[nH]c(=O)[nH]c2=O)cc1	6	5	-1	3	-1	-0.7	-2	-1	-5
CC12CCC(=O)N1C(C(=O)Nc1ccc(S(=O)(=O)N3CCCCC3)cc1)CS2 (configuration not stated)	5	6	2	4	3	-0.2	4	1	-2
O=C(CN1CCN(C(=S)NC2CCCC2)CC1)Nc1ccc(Oc2ccccc2)cc1	-6	10	-11	2	10	0.8	-10	7	-16
CCN(C1CCS(=O)(=O)C1)S(=O)(=O)c1ccc(Cl)s1 (configuration not stated)	-7	-2	5	0	1	1.2	1	2	-1
CC1(C)CC[C@]2(C(=O)O[C@@H]3O[C@H](CO)[C@@H](O)[C@H](O)[C@H]3O)CC[C@]3(C)C(=CCC4[C@@]5(C)CC[C@H](O[C@@H]6O[C@H](C(=O)O)[C@@H](O[C@H]7OC[C@@H](O)[C@@H](O)[C@@H]7O)[C@H](O)[C@H]6O)C(C)(C)C5CC[C@]43C)[C@@H]2C1 (some centres not stated)	-10	-2	1	1	4	-0.4	1	5	8
Clc1ccc(SCCCCN2CCOCC2)cc1	-24	-21	-6	-6	2	-1.5	-9	6	0
COc1ccc(NC(=O)NNC(=O)c2cc(C3CC3)nc3ccccc23)c(OC)c1	6	3	0	-3	6	-0.3	-1	4	-1

Compound profiles, as listed above. Order of screens: CRFBP-R2 block, CHRM4 antagonist, M1 PAM, CHRM5 agonist, M4 ag, CRFBP-R2 agonist, CHRM5 PAM, CHRM5 antagonist, M4 PAM
Cc1ccccc1NS(=O)(=O)c1ccc(C(=O)N2CCCC(C(F)(F)F)C2)cc1 (configuration not stated) is listed as -11, 5, 14, 9, 7, 19, -2, 11, 11
Cn1c2ccccc2c(=O)c2c(=O)n(Cc3ccco3)c(COc3ccccc3)nc21 is listed as 0, -7, 7, 3, 0, -0.2, 12, -10, 22*
CCOC(=O)c1cccc(NC(=O)CSc2nc3ccccc3c(=O)n2CCOC)c1 is listed as 0, 0, 4, 1, -1, -0.9, -5, 11, 7
